14-3-3g Raf – 14-3-3 gamma protein interaction modulation; P61981; FP, 14-3-3gamma / TMR-pS259-Raf peptide binding; inhibition, % at 40 µM; 160,000 compounds, 0.19% hits; AID 422; in the data active means inhibition above about 30%;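 further: 0% = protein plus tracer without compound and 100% = blank with tracer alone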
Target sequence (P61981 whole entry, looked up): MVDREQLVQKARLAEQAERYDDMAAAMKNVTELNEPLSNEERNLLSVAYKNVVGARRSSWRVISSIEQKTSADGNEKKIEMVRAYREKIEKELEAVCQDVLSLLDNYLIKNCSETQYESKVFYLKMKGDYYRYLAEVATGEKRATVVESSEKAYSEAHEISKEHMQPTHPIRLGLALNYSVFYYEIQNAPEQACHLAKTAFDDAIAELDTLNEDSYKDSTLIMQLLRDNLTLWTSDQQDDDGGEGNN
* hit, by the source's call; & = joins results of further samples.

14-3-3g Raf	Structure
-4	Cc1cc2ncn(S(=O)(=O)N3CCCCC3)c2cc1C
-3	O=C1Nc2ccc(C(=O)O)c3c(C(=O)O)ccc1c23
-4	CCCN(CCC)C(=O)c1c(NC(=O)c2cccc(C)c2)sc2c1CCC2
2	O=C1CCC(C(=O)N(Cc2ccco2)C2(C(=O)NC3CCCC3)CCCCC2)N1 (stereo unspecified)
-9	O=C(CCC(=O)N1CCc2ccccc21)Nc1ccccc1
0	CC(C)C(=O)Nc1ccc(C(=O)N2CCN(C(=O)c3ccco3)CC2)cc1
2	Cc1nn(-c2ccccc2)c2c1C(O)n1c(nc3ccccc31)S2 (stereo unspecified)
0	COc1cc2c(C(=O)N3CCN(C)CC3)c(C)oc2cc1Br
1	CC1(C(=O)O)CCC(C(=O)Nc2ccc(OC(F)(F)Cl)cc2)C1(C)C (stereo unspecified)
1	COc1ccc(CCn2c(SCC(=O)N3CC(C)CC(C)C3)nc3c(sc4ccccc43)c2=O)cc1OC (stereo unspecified)
-3	Cc1cc(C)c2c(C)cc(Nc3ccccc3)nc2c1
-5	COc1ccc(-c2cc(C(F)(F)F)n3ncc(C(=O)NCc4cccs4)c3n2)cc1OC
-6	CC(=O)c1cccc(NC(=O)c2cc3c(=O)n4cccc(C)c4nc3s2)c1
-5	CCn1c(=N)n(CC(=O)c2ccco2)c2ccccc21
9	COC(=O)C1=C(C)NC2=C(C(=O)CC(C)(C)C2)C1c1coc2ccccc2c1=O (stereo unspecified)
9	COCCNC(=O)c1ccc(NS(=O)(=O)c2cc(C)ccc2C)cc1
-6	Cc1occc1C(=O)OCC(=O)Nc1ccc(F)cc1
-3	COc1cc(NC(=O)c2ccc(Br)o2)ccc1NC(=O)c1ccccc1Cl
16	CCOC(=O)CSC1=C(C#N)C(=O)NC2(CCCCC2)S1
-11	O=C(Nc1ccc(I)cc1)c1sc2cc(Cl)ccc2c1Cl

Random excerpt: two records from the list, in no set order.
14-3-3g Raf	Structure
2	O=C1CCC(C(=O)N(Cc2ccco2)C2(C(=O)NC3CCCC3)CCCCC2)N1 (stereo unspecified)
-11	O=C(Nc1ccc(I)cc1)c1sc2cc(Cl)ccc2c1Cl

Later entries.
14-3-3g Raf	Structure
-5	COc1ccc(NC(=O)c2cccc(OCc3cccc(Cl)c3)c2)cc1
-5	CCOC(=O)c1sc(NC(=O)c2ccccc2F)nc1C
7	CCOC(=O)c1cnc2c(C)cc(C)cc2c1Nc1ccc(Br)cc1
-31	CCOC(=O)c1cc2c(=O)n3ccccc3nc2n(Cc2ccco2)c1=NC(=O)c1ccccc1F
0	NCCN1CCN(CCN)CC1
-4	Cc1cccc(N2CCN(C(=O)CCCCCn3c(=S)[nH]c4ccc(N5CCOCC5)cc4c3=O)CC2)c1C
-4	[O-][N+](=Cc1cccc(Br)c1)c1ccccc1
-18	CCOC(=O)N1CCN(C(=O)Cc2ccc(Cl)cc2)CC1
-4	COc1cccc(-c2noc(-c3cccnc3)n2)c1
-9	CC1CCc2c(sc(NC(=O)CCCOc3ccccc3)c2C(N)=O)C1 (stereo unspecified)
6	C=CCNc1nc(OC(C(F)(F)F)C(F)(F)F)nc(N2CCCCC2)n1
0	O=C(c1cnn2ccccc12)N1CCCc2ccccc21
-160	Cc1ccc(Nc2ccc3c4c(cc(=O)n3C)-c3ccccc3C(=O)c24)cc1
2	O=C1C(c2ccc(Cl)cc2)N(C2CCCCC2)C(=O)CN1C1CCCCC1 (stereo unspecified)
3	Cc1ccc(CNC(=O)C2CC(=O)N(CCC(C)C)C2)cc1 (stereo unspecified)
5	O=C(C(=O)c1ccc(-c2ccccc2)cc1)c1ccccc1
-1	CCC(CC)NCc1cccc([N+](=O)[O-])c1
-7&-19	CCCNC(=O)c1cc(-c2ccco2)on1
-5	CCOc1ccccc1NC(=O)CNS(=O)(=O)c1cccs1
1	N#CCSc1nnc(N)s1

Shown with tabs: three of the compounds above.
smiles	14-3-3g Raf
C=CCNc1nc(OC(C(F)(F)F)C(F)(F)F)nc(N2CCCCC2)n1	6
O=C(C(=O)c1ccc(-c2ccccc2)cc1)c1ccccc1	5
Cc1ccc(CNC(=O)C2CC(=O)N(CCC(C)C)C2)cc1 (stereo unspecified)	3

New compounds follow.
14-3-3g Raf	Structure
-11	CC1CCN(S(=O)(=O)N2CCCC(C(=O)NCc3ccco3)C2)CC1 (stereo unspecified)
-18	COC(=O)CCC(=O)Nc1ccc(NC(=O)CCC(=O)OC)cc1
-2	O=c1oc2ccccc2c2c1ncn2C1CCCCC1
-2	Cc1ccc(S(=O)(=O)N(CC(=O)Nc2cccnc2)c2cccc(Cl)c2)cc1
0	COC(=O)C1=C(N)OC2=C(C(=O)CC(c3ccccc3)C2)C1c1cccc(Cl)c1 (stereo unspecified)
-1	COc1cc([C@H]2[C@@H]3CCCC[C@]3(O)CCN2CC(=O)Nc2ccc(C)cc2)ccc1O
-2	Nc1ccc(Br)cc1C(NCC(=O)O)c1ccccc1Cl (stereo unspecified)
-7	COc1ccc(S(=O)(=O)n2ccnc2)c2cccnc12
0	COc1cc(C(=O)N2CCCN(c3nc4cc(C)ccc4cc3C#N)CC2)cc(OC)c1OC
-5	CC(=O)N1CCN(c2ccc([N+](=O)[O-])c(NC(=O)CN3CCOCC3)c2)CC1
-7	O=c1c2sccc2nc(SCc2cccc(F)c2)n1Cc1ccccc1F
5	COc1cc(OC)cc(C(=O)Oc2ccc3c(c2)C(C)=CC(C)(C)N3)c1
-4	c1ccc(SCc2cn3cccnc3n2)cc1
-5	COc1ccccc1NC(=O)C1=C(C)NC(=S)NC1c1cccc(OC)c1OC (stereo unspecified)
0	O=C(O)Cn1cc2c(n1)CCCCC2
3	Cc1cc[n+](Cc2cnc(C)nc2N)cc1
-1	CCOc1ccc(N2COc3ccc4ccccc4c3C2)cc1
2	COCCN1C(=O)c2ccccc2C(C(=O)NCC2COc3ccccc3O2)C1c1c[nH]c2ccccc12 (stereo unspecified)
-4	CCOC(=O)CNC(=O)CSc1nnc(-c2cccc(C)c2)n1-c1ccc(OC)cc1
-33	O=C(c1ccccc1)N1N=C(c2ccccc2)CC1c1ccc2nccnc2c1 (stereo unspecified)
-9	O=C(NCCc1ccccc1)C1c2ccccc2C(=O)N1Cc1ccc(F)cc1 (stereo unspecified)
-7	CN=C1SC(CC(=O)Nc2sc(C)c(C)c2C(=O)OC)C(=O)N1C (stereo unspecified)
-7	O=C(Nc1cccc(C(=O)N2CCOCC2)c1)NC1CCCCC1
-1	CCCCn1c2c(c3ccccc31)CCc1nonc1-2
-10	O=C1C2C(C(=O)N1c1ccccc1[N+](=O)[O-])C1C=CC2C12CC2 (stereo unspecified)
7	CC1(C)CC(=O)C2=C(C1)NC1=C(C(=O)CC(C)(C)C1)C2c1cccc(OCc2ccc(F)cc2)c1
-17	C=CCOC(=O)CCP(=O)(CCC(=O)OCC=C)c1ccccc1
-12	O=C(COc1ccccc1)Nc1ccc(S(=O)(=O)N2CCCCCC2)cc1
-7	COc1cc(C)nc(OCCNC(=O)COc2ccc(Cl)cc2C)n1
-1	CNC(=O)NCCN1CCCC1=O

An excerpt of these results, in CSV form:
canonical_smiles,14-3-3g Raf
O=C(CCC(=O)N1CCc2ccccc21)Nc1ccccc1,-9
Cc1ccc(S(=O)(=O)N(CC(=O)Nc2cccnc2)c2cccc(Cl)c2)cc1,-2
CC(=O)N1CCN(c2ccc([N+](=O)[O-])c(NC(=O)CN3CCOCC3)c2)CC1,-5
COC(=O)CCC(=O)Nc1ccc(NC(=O)CCC(=O)OC)cc1,-18
Nc1ccc(Br)cc1C(NCC(=O)O)c1ccccc1Cl (stereo unspecified),-2

Continued:
14-3-3g Raf	Structure
-6	CC(C)(C)C1CCc2onc(C(=O)Nc3ccc4c(c3)OCO4)c2C1 (stereo unspecified)
3	CCCCOC(=O)c1cc(-c2ccccc2)nc2ccc(Br)cc12
-3	Cc1ccc(NC(=O)CN2CCN(S(=O)(=O)c3ccc(Br)cc3)CC2)cc1F
-8	CC(=O)N1N=C(N)SC1(C)C
-21	O=c1c2c(nc3n1CCOC3)sc1c(O)c(Br)ccc12
-7	CC1(C(=O)N(c2ccccc2)C(C(=O)NC2CCCC2)c2ccccn2)CC(=O)N=C2C=CC=CN21 (stereo unspecified)
-12	COc1ccc(Oc2nc(-c3ccccc3)c3cc(C)ccc3n2)cc1
-5	COc1ccc(CC(=O)Nc2ccc(-c3noc(-c4cc(Cl)ccc4OC)n3)cc2)cc1
0	CCCCCOC(=O)C1=C(C)Nc2ncnn2C1c1ccccc1OC(F)F (stereo unspecified)
5	COc1ccc(OC)c(NC(=O)c2cn(C)c(=O)c3cc(OC)c(OC)cc23)c1

Overlap with the part before: 4 compounds; new compounds follow.
14-3-3g Raf	Structure
-12	COc1ccc(Oc2nc(-c3ccccc3)c3cc(C)ccc3n2)cc1
-5	COc1ccc(CC(=O)Nc2ccc(-c3noc(-c4cc(Cl)ccc4OC)n3)cc2)cc1
0	CCCCCOC(=O)C1=C(C)Nc2ncnn2C1c1ccccc1OC(F)F (stereo unspecified)
5	COc1ccc(OC)c(NC(=O)c2cn(C)c(=O)c3cc(OC)c(OC)cc23)c1
-8	COc1ccc(Nc2ncnc3c2cnn3-c2ccc(C)cc2C)cc1OC
-15	CCN(CC)C(=O)c1ccc2c(=O)n(-c3cc(OC)ccc3OC)c(=S)[nH]c2c1
-19	COC(=O)c1cccc(Nc2cc(C)nc3ccc(C)cc23)c1
-13	O=C1C2C3CC(C(Br)C3Br)C2C(=O)N1c1ccccc1O (stereo unspecified)
0	CCOC(=O)c1oc2ccccc2c1CSc1nnnn1-c1ccc(C)cc1
4	CCCCN(C)S(=O)(=O)c1ccc(C(=O)Nc2nnc(CC)o2)cc1
-5	C=CCn1cc(C(=O)N2CCN(C)CC2)c(=O)c2cc(S(=O)(=O)N3CCCC3)ccc21
-26	CCCCOC(=S)SCC(=O)Nc1ccc(C)cc1
-37	COc1ccc(C2C(C(C)=O)=C(C)N=c3s/c(=C/c4ccc5c(c4)OCO5)c(=O)n32)cc1 (stereo unspecified)
5	CCOC(=O)c1ccc(N2C(=O)CC(NCC34CC5CC(CC(C5)C3)C4)C2=O)cc1 (stereo unspecified)
-5	Cc1cccc(N2C(=O)CC(N3CCN(C(=O)c4ccccc4)CC3)C2=O)c1 (stereo unspecified)
-5	Cn1ccnc1Sc1nc2ccccc2nc1NS(=O)(=O)c1ccccc1
6	O=C(O)CN1C(=O)c2cccc([N+](=O)[O-])c2C1=O
-11	CCOc1ccc2cc(C(=O)Nc3ccccc3)c(=O)oc2c1
-13	O=c1cc(C=Cc2ccccc2)oc2c1ccc1ccccc12
-9	COc1ccccc1N1CCN(Cc2ccc(Br)o2)CC1
-9	COc1ccc(C(=O)N2CCN(c3cccc(C)c3C)CC2)cc1OC
3	COc1cccc(C(=O)N2CC(=O)Nc3ccc(Cl)cc3C2c2ccc(F)cc2)c1 (stereo unspecified)
-4	COc1ccc(OC)c(NC(=O)COC(=O)c2ccc(-n3cnnn3)cc2)c1
-2	COc1ccc(-c2oc3ccccc3c(=O)c2O)cc1
-1	O=S(Cc1ccc(Cl)cc1)CC(O)COc1ccc(Cl)cc1 (stereo unspecified)
-103	CC(=O)c1cccc(NC(=O)C2CCN(S(=O)(=O)c3cccc4nonc34)CC2)c1
1	Cc1cc(N2CCCCC2)nc2ccc(NC(=O)CCC(=O)N3CCN(Cc4ccc5c(c4)OCO5)CC3)cc12
6	COC(=O)CCn1ccc(C)n1
-3	Cc1nc([N+](=O)[O-])c(Br)n1CC(=O)c1cccc([N+](=O)[O-])c1
2&-12	CCC1Sc2ccccc2N(CC(=O)NC2CCCC2)C1=O (stereo unspecified)
8	COC(=O)C1=C(C)Nc2[nH]c(=O)[nH]c(=O)c2C1c1ccc(Cl)cc1 (stereo unspecified)
7	CCOC(=O)C1=CN(c2ccc(C)c(C)c2)C=C(C(=O)OCC)C1c1ccccc1OC
21	Cc1ccc(Cl)cc1NC(=O)CN1C(=O)c2cccc([N+](=O)[O-])c2C1=O
-17	COc1ccccc1N(CC(=O)N1CCCC1)S(=O)(=O)c1ccc(C)cc1
-3	CCOc1ccc(NC(=O)C2c3ccccc3C(=O)N(CCOC)C2c2c[nH]c3ccccc23)cc1 (stereo unspecified)
-4	Cn1c(=O)c2c(nc(SCC(=O)Nc3ccc(N4CCOCC4)c(Cl)c3)n2C)n(C)c1=O
-5&-9	O=C1c2ccccc2C(=O)N1CCN1CCc2ccccc21
-128	CN1c2ccccc2C(C)(C)C12C=Cc1c(ccc3ccccc13)O2 (stereo unspecified)
-12	CC(C)(C)c1ccc2[nH]c3c(cc(NCCO)c4c(=O)c5ccccc5c(=O)c43)oc2c1
-15	CCCCCCSc1ncc(C#N)c(N)n1
3	O=C(CCNS(=O)(=O)c1cccs1)NCc1cccs1
1	COc1ccc2c(c1)C1(Nc3ccccc3-c3nc4ccccc4n31)C(=O)N2 (stereo unspecified)
-2	C=CCSC1=C(C#N)C(c2ccccc2OCC)CC(=O)N1 (stereo unspecified)
5	COC(=O)c1ccccc1NC(=O)c1c(-c2ccccc2Cl)noc1C
-4	C=CCNC(=O)C1c2ccccc2Oc2ccccc21
1	COc1ccc(C)cc1NC(=O)C1CCN(S(=O)(=O)c2ccccc2)CC1
-10	NC(=O)c1nn2c(C(F)(F)F)cc(-c3ccccc3)nc2c1Br
-2	Cn1c(CN2CCOCC2)nc2cc(NC(=O)c3ccc(Cl)cc3)ccc21
-7	CCn1c(SC/C=C/c2ccccc2)nnc1-c1cnccn1
0	COc1ccc(CNC(=O)c2cn(C)c(=O)c3cc(OC)c(OC)cc23)cc1
-3	Cc1ccc(-n2nnnc2SCC(=O)N2c3ccccc3NC(=O)C2(C)C)cc1
2	CCC(CO)Nc1nc2c(c(=O)n(C)c(=O)n2C)n1C (stereo unspecified)
3	Cc1ccc(-n2nc3c(c2NC(=O)c2cccc([N+](=O)[O-])c2C)CSC3)cc1
3	Clc1ccccc1-c1ccc(/C=N/n2cnnc2)o1
4	Cc1noc(C)c1S(=O)(=O)NCC(=O)O

Assay outcomes deposited in PubChem by Emory University Molecular Libraries Screening Center.

The list is partial; count on the stated rates, not on these rows.
